MgcRacGAP inhibition: MgcRacGAP GTPase-activating activity inhibitors, confirmation, biochemical, ADP Hunter fluorescence | inhibition, % at 30 µM; hits with a dose series show IC50 in µM | MgcRacGAP-stimulated Rac1 GTP hydrolysis, ADP Hunter fluorescence; higher % means a stronger effect; GST-tagged Rac1 F28L mutant substrate | actives 0.6% (n = 340,000);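 active = first-screen hits whose inhibition reached a set limit at any dose in the follow-up dose series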;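 note: fluorescence reports GDP produced by GAP-driven GTP hydrolysis; strong numbers were not always called active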
Large T inhibition: TAg ATPase/helicase activity blockers – biochemical (AID 1903) | SV40 large T antigen ATPase/helicase inhibition assay; higher % means a stronger effect | inhibition, % at 20 µM; hits with a dose series show IC50 in µM | actives 0.39% (n = 310,000); in the data active = a potency from the dose series; note: strong numbers were not always called active
An asterisk follows results filed as active; . = not tested or not shown. A portion of the library, so the mix of outcomes need not match the whole.

SMILES	MgcRacGAP inhibition	Large T inhibition
O=[N+]([O-])c1ccc2nc(N3CCNCC3)ccc2c1	.	17%
COc1ccc(C2C3C=CC(C3)C2C(=O)O)cc1 (stereo not given)	3%	.
CC(C)C1C(C#N)=C(N)Oc2c1c(=O)oc1ccccc21 (stereo not given)	14%	.
Cc1cnc[nH]1	3%	.
CCN[C@@H](C)Cc1cccc(C(F)(F)F)c1	2%	.
Cc1ccc2c(C)cccc2c1	3%	.
C=C(Cl)CSC(=S)N(CC)CC	13%	.
CCC(C)C1NC(=O)C2CCCN2C(=O)C(CC(C)C)OC(=O)CCNC(=O)C(C)N(C)C(=O)C(C(C)C)N(C)C1=O (stereo not given)	4%	.
CN1C2CCC1C(C(=O)O)C(O)C2 (stereo not given)	5%	.
O=C1OCCC1C(=O)c1ccccc1 (stereo not given)	4%	.
Oc1ccccc1Cl	3%	.
O=C(Cc1ccccc1)OCC(=O)c1ccc(F)cc1	-5%	.
COC(=O)C1=C(c2cccc(OCc3ccccc3)c2)C[C@@H]2CC[C@H]1N2C(=O)NCCc1ccc(F)cc1	-1%	.
CCC1(CCO)C(=O)NC(=S)NC1=O	6%	.
O=C1C=CC(=O)C=C1	6%	.
COC(=O)C1=C(c2c(C)noc2C)C[C@@H]2CC[C@H]1N2C(=O)NCCNC(C)=O	8%	.
COc1ccc(OC(=O)N(C)C[C@H]2OCc3cnnn3CCCC(=O)N([C@H](C)CO)C[C@@H]2C)cc1	9%	.
C[C@]12CC[C@H](O)CC1=CCC1C2CC[C@@]2(C)C1C[C@@H](O)[C@@H]2O (stereo not given in full)	8%	.
CCN1C(=O)NC(=O)C2(CCCC2)C1=O	-1%	.
COc1ccc2c(c1)C(NC(C)=O)CCc1cc(OC)c(OC)c(OC)c1-2 (stereo not given)	2%	.
O=C1NC(=O)C(=Cc2cccs2)C(=O)N1	188µM*	.
COC(=O)C1=C(c2ccc(OC)c(OC)c2)C[C@@H]2CC[C@H]1N2C(=O)N1CCC(C)CC1	13%	.
CSc1nc(NC(C)C)nc(NC(C)C)n1	4%	.
C[N+](C)(C)CC1CCCc2ccccc2C1=O (stereo not given)	-1%	.
COC(=O)C1=C(c2cccc(C#N)c2)C[C@@H]2CC[C@H]1N2C(=O)NCCOc1ccc(OC)cc1	1%	.
Cc1ccnc(NC(=O)CCCc2ccc(N(CCCl)CCCl)cc2)n1	4%	.
COC(=O)C1=C(c2ccc(Cl)c(C(F)(F)F)c2)C[C@@H]2CC[C@H]1N2C(=O)N1CCC(C)CC1	-5%	.
CCOc1cc(C=O)ccc1O	4%	.
O=C(NN=Cc1ccc(N(CCCl)CCCl)cc1Cl)c1cccnc1	0%	.
COC(=O)C1=C(c2cccc(OCc3ccccc3)c2)C[C@@H]2CC[C@H]1N2C	15%	.
COC(=O)C1=C(c2c(C)noc2C)C[C@@H]2CC[C@H]1N2C(=O)NCCO	5%	.
CCN1CCOC(c2ccccc2)C1 (stereo not given)	-3%	.
O=C(Cc1ccccc1F)N1CCN(CC(=O)N2CCCC2)CC1	-1%	.
c1ccc(C(CN2CCCCC2)c2ccccc2)cc1	-3%	.
Cc1cccc(C#N)c1	3%	.
CCC(=O)OC(Cc1ccccc1)(c1ccccc1)C(C)CN(C)C (stereo not given)	-4%	.
COC(=O)C1=C(c2cccc(OCc3ccccc3)c2)C[C@@H]2CC[C@H]1N2C(=O)NCCOc1ccc(OC)cc1	8%	.
c1ccc(C2(NC3=NCCO3)CCCCC2)cc1	0%	.
Oc1ccc(CCNCc2cc3c(cc2Br)OCO3)cc1	7%	.
O=C(Cc1ccccc1)OCc1ccccc1	5%	.

One compound at a time, as listed above. Order of values: MgcRacGAP inhibition | Large T inhibition
Entry for O=C(Cc1ccccc1)OCc1ccccc1 → 5% | .
Entry for COC(=O)C1=C(c2c(C)noc2C)C[C@@H]2CC[C@H]1N2C(=O)NCCO → 5% | .
Entry for c1ccc(C(CN2CCCCC2)c2ccccc2)cc1 → -3% | .
Entry for c1ccc(C2(NC3=NCCO3)CCCCC2)cc1 → 0% | .
Entry for Oc1ccc(CCNCc2cc3c(cc2Br)OCO3)cc1 → 7% | .

(list continues)
SMILES	MgcRacGAP inhibition	Large T inhibition
C[C@]12C[C@H](O)[C@@H](O)CC1=CCC1C2CC[C@@]2(C)C1CC[C@@H]2O (stereo not given in full)	12%	.
COC(=O)C1=C(c2ccc(F)cc2OCc2ccccc2)C[C@@H]2CC[C@H]1N2C	4%	.
O=C1NC(=S)NC(=O)C1=Cc1c(Cl)cccc1Cl	13%	.
COC(=O)C1=C(c2ccc(F)cc2OCc2ccccc2)C[C@@H]2CC[C@H]1N2C(=O)NCc1ccccc1Br	5%	.
Cc1ccc(NP(=O)(Oc2ccccc2)Oc2ccccc2)cc1	-15%	.
CC(=O)CC(c1ccc2c(c1)OCO2)c1c(O)c2ccccc2oc1=O (stereo not given)	4%	.
O=P(Oc1ccc(Cl)cc1)(N1CC1)N1CC1	4%	.
CC(=O)NCC1=C(c2ccc3ccccc3c2)C[C@@H]2CC[C@H]1N2Cc1ccco1	16%	.
CN1CCCC2c3ccccc3CCC21 (stereo not given)	9%	.
O=C1NC(=O)C2(CCCC2)C(=O)N1	1%	.
Cc1ccc(OC(=O)N(C)C[C@@H]2OCc3cnnn3CCCC(=O)N([C@@H](C)CO)C[C@H]2C)cc1	3%	.
COC(=O)C1=C(c2ccc3ccccc3c2)C[C@@H]2CC[C@H]1N2C(=O)NCCCOC(C)C	4%	.
CC12CCC(=O)C=C1CCC1C2CCC2(C)C(O)(C(=O)CO)CCC12O (stereo not given)	-1%	.
COC(=O)C1=C(c2cccc(C#N)c2)C[C@@H]2CC[C@H]1N2C(=O)NCCc1ccccc1	9%	.
O=C(O)COc1ccccc1	0%	.
COC(=O)C1=C(c2ccc(C(C)=O)cc2)C[C@@H]2CC[C@H]1N2C(=O)N1CCOCC1	10%	.
COc1ccc(C2C=C(C)Oc3c2c(=O)oc2ccccc32)cc1OC (stereo not given)	13%	.
c1ccc(CN2Cc3ccccc3-n3nncc3C2)nc1	7%	.
C[C@H]1CC2C3CC=C4C[C@@H](O)CC[C@]4(C)C3CC[C@]2(C)[C@H]1O (stereo not given in full)	2%	.
COC(=O)C1=C(c2ccccc2OCc2ccccc2)C[C@@H]2CC[C@H]1N2C(=O)NCCOc1ccccc1	0%	.

The last six compounds of the part above open the next one:
SMILES	MgcRacGAP inhibition	Large T inhibition
O=C(O)COc1ccccc1	0%	.
COC(=O)C1=C(c2ccc(C(C)=O)cc2)C[C@@H]2CC[C@H]1N2C(=O)N1CCOCC1	10%	.
COc1ccc(C2C=C(C)Oc3c2c(=O)oc2ccccc32)cc1OC (stereo not given)	13%	.
c1ccc(CN2Cc3ccccc3-n3nncc3C2)nc1	7%	.
C[C@H]1CC2C3CC=C4C[C@@H](O)CC[C@]4(C)C3CC[C@]2(C)[C@H]1O (stereo not given in full)	2%	.
COC(=O)C1=C(c2ccccc2OCc2ccccc2)C[C@@H]2CC[C@H]1N2C(=O)NCCOc1ccccc1	0%	.
COC(=O)C1=C(c2ccccc2OCc2ccccc2)C[C@@H]2CC[C@H]1N2C(=O)NCc1ccc(F)cc1	7%	.
N#C/C(=C\c1ccc(O)cc1)C(=O)O (tested in a mixture with another compound)	22%	.
CC12CCC(=O)CC1CCC1C2C(=O)CC2(C)C1CCC2(C)O (stereo not given)	0%	.
CCOC(=O)CC1c2ccccc2-n2nncc2CN1C (stereo not given)	3%	.
CC12CCC(=O)C=C1CCC1C2C(O)CC2(C)C(O)CCC12 (stereo not given)	-1%	.
O=C(NCCCN1CC1)Nc1cccc2ccccc12	0%	.
O=P(O)(O)CN1CCNCCN(CP(=O)(O)O)CCNCC1	1%	.
CC(C)CC1(CCc2ccccc2)C(=O)NC(=O)NC1=O	-5%	.
COc1cccc(-c2sc3ccccc3c2-c2ccc(OCCN3CCOCC3)cc2)c1	3%	.
CC(=O)O[C@H]1CCC2C3CC[C@H]4[C@@H](O)[C@H](O)CC[C@]4(C)C3CC[C@@]21C (stereo not given in full)	-2%	.
C[C@]12CCC3C(CC[C@@H]4[C@H]5O[C@H]5CC[C@]34C)C1CC[C@@H]2O (stereo not given in full)	0%	.
COc1ccc(C=O)cc1	7%	.
COc1ccc2c(c1)C(c1ccc(N(CCCl)CCCl)cc1)=NCC2	6%	.
C[C@]12CC[C@@H](O)C[C@@H]1CC[C@@H]1[C@@H]2CC[C@]2(C)C(=O)[C@H](O)C[C@@H]12	12%	.
c1ccc(-c2ccncc2)cc1	-5%	.
c1cc2c(cc1[C@H]1OCC3C1CO[C@@H]3c1ccc3c(c1)OCO3)OCO2 (stereo not given in full)	-2%	.
Cc1ccc(S(=O)(=O)N2Cc3cnnn3-c3ccccc3C2C#N)cc1 (stereo not given)	8%	.
C[C@]12CCC3C(CC[C@H]4C[C@@H](O)CC[C@]34C)C1CC[C@@H]2O (stereo not given in full)	-2%	.
CC12CCC(O)CC1CCC1C2CCC2(C)C(C3=CC(=O)OC3)CCC12O (stereo not given)	5%	.
COC(=O)C1=C(c2cccc(C#N)c2)C[C@@H]2CC[C@H]1N2C(=O)NC1CCCCC1	5%	.
CCc1cccc(CC)c1N(COC)C(=O)CCl	3%	.
COC(=O)C1=C(c2ccc(-c3ccccc3)c(F)c2)C[C@@H]2CC[C@H]1N2C(=O)NCc1ccco1	5%	.
C[C@]12CC[C@H](O)CC1C(=O)CC1C2CC[C@@]2(C)C1CC[C@@H]2O (stereo not given in full)	2%	.
OCC(Cl)CCl (stereo not given)	5%	.
CN1C(=O)CCC2(C)C1=CCC1C2CCC2(C)C1CCC2(C)O (stereo not given)	3%	.
C[C@]12CCC(=O)C[C@H]1CC[C@@H]1[C@@H]2CC[C@]2(C)C(=O)CC[C@@H]12	4%	.
COc1ccc(CCNCc2cc(OC)cc(OC)c2)cc1	27%	.
CC(C)N(C(=O)CCl)c1ccccc1	1%	.
Cc1ccc(OP2(=O)Nc3cc(C)c(C)cc3S2)cc1 (stereo not given)	28%	.
Cc1ccc(-[n+]2c(Cc3nn(-c4ccccc4)c(C)[n+]3-c3ccc(C)cc3)nn(-c3ccccc3)c2C)cc1	9%	.
COc1cccc(NP2(=O)OCC(C)([N+](=O)[O-])CO2)c1 (stereo not given)	5%	.
COCCn1c(O)c(/C=N/NC(=O)CSC(=S)N2CCCC2)c(=O)[nH]c1=S	7%	.
COC(=O)C1=C(c2cccc(NC(C)=O)c2)C[C@@H]2CC[C@H]1N2C	7%	.
C[C@H](CO)N1C[C@H](C)[C@@H](CN(C)C(=O)Oc2ccccc2)OCc2cnnn2CCCC1=O	6%	.
COC(=O)C1=C(c2ccc3ccccc3c2)C[C@@H]2CC[C@H]1N2C(=O)NCC1CC1	2%	.
CC(=O)C1(O)CCC2C3CCC4=C(Cl)C(=O)CCC4(C)C3CCC21C (stereo not given)	6%	.
COC(=O)N1Cc2ccccc2-n2nncc2C1	6%	.
COCCO[C@H]1CC[C@@]2(C)C(=CCC3C2CC[C@@]2(C)C3CC[C@]2(C)O)C1 (stereo not given in full)	-14%	.
CC(C)COC(=O)N1Cc2ccccc2-n2nncc2C1	6%	.
CC1CC(C)CC(C)C(O)C(C#N)=CC=CCC(C2CCCC2C(=O)O)OC(=O)CC(O)C(C)C1 (stereo not given)	5%	.
OCCOc1ccccc1	-1%	.
COC(=O)C1=C(c2ccc(C(C)=O)cc2)C[C@@H]2CC[C@H]1N2C(=O)NC1Cc2ccccc2C1	3%	.
CCC1CCC(C)N(N=O)C1 (stereo not given)	-4%	.
O=[N+]([O-])c1ccc(Cl)c(Cl)c1Cl	0%	.
COc1ccc(C=C2C(=O)NC(=S)NC2=O)cc1	13%	.
CC1=C(C)CC2(C(=O)NC(=O)NC2=O)C(C)C1 (stereo not given)	-5%	.
CNC1(c2ccc(F)cc2)CCCCC1	0%	.
O=C(CCC(=O)N1C[C@H]2C[C@@H](C1)c1cccc(=O)n1C2)NCc1ccc(F)cc1	5%	.
C[C@@H]1CN([C@@H](C)CO)C(=O)CCCn2nncc2CO[C@H]1CN(C)C(=O)Oc1cccc2ccccc12	13%	.
Clc1ccc(C(Cl)(Cl)Cl)c(Cl)c1	12%	.
COC(=O)C1=C(c2ccc(C(C)=O)cc2)C[C@@H]2CC[C@H]1N2C(=O)N1CCC(O)CC1	10%	.
O=C1NC(=S)NC(=O)C1Cc1ccccc1	29%	.
CSc1nc(C)c(Br)c(N2CC2)n1	4%	.
CCC(=O)OC1CCC2C3CCC4CC(=O)C=CC4(C)C3CCC12C (stereo not given)	-1%	.
Oc1c(Br)cc(Br)cc1Br	3%	.
C=CCN1CC[C@]23c4c5ccc(O)c4OC2C(O)C=CC3[C@H]1C5 (stereo not given in full)	-1%	.
COC(=O)C1=C(c2ccc(OC)c(OC)c2)C[C@@H]2CC[C@H]1N2C(=O)NC(C)C	4%	.
COC(=O)C1=C(c2c(C)noc2C)C[C@@H]2CC[C@H]1N2C(=O)N1CCc2cc(OC)c(OC)cc2C1	5%	.
O=C(O)C1(Br)CC12c1ccccc1-c1ccccc12 (stereo not given)	5%	.
O=[N+]([O-])c1ccccc1CCl	8%	.

Next part:
SMILES	MgcRacGAP inhibition	Large T inhibition
c1ccc(CCc2ccc3n2Cc2cnnn2-c2ccccc2-3)cc1	-6%	.
COc1ccc(CN2Cc3cnnn3-c3ccccc3C2C)cc1 (stereo not given)	11%	.
COc1ccc2c3c1OC1C(O)C=CC4[C@@H](C2)N(C)CC[C@]314 (stereo not given in full)	0%	.
COC(=O)C1=C(c2ccc3ccccc3c2)C[C@@H]2CC[C@H]1N2C(=O)NCCNC(C)=O	3%	.
O=c1[nH]c(=S)[nH]c(O)c1N=Nc1cc(S(=O)(=O)Nc2ccc(Cl)cc2)ccc1Cl	9%	.
